697 NFkB inh: inhibitors of PMA/ionomycin-induced NF-kB reporter, 697 cells, primary screen, B-cell NF-kB inhibitor project, cell-based, luminescence, uHTS | 0.33% of 330,000 active | AID 435022, 2010 | 697 B-cell NF-kB luciferase reporter, 16 h | inhibition, % at 4 µM; in the data active = inhibition above about 35%
Mdm2 MdmX PPI: inhibitors of human Mdm2-MdmX association, primary screen, cell-based, luminescence, split luciferase, SaOS-2, uHTS. inhibition, % at 8 µM. AID 485346, 2010. SaOS-2 split-luciferase Mdm2/MdmX complementation. 3% of 330,000 active. Protein Mdm4 (Homo sapiens) + E3 ubiquitin-protein ligase Mdm2 (Homo sapiens), …;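 active = inhibition of at least 50% at 8 µM in the primary screen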
Target sequence (O15151 whole entry, looked up): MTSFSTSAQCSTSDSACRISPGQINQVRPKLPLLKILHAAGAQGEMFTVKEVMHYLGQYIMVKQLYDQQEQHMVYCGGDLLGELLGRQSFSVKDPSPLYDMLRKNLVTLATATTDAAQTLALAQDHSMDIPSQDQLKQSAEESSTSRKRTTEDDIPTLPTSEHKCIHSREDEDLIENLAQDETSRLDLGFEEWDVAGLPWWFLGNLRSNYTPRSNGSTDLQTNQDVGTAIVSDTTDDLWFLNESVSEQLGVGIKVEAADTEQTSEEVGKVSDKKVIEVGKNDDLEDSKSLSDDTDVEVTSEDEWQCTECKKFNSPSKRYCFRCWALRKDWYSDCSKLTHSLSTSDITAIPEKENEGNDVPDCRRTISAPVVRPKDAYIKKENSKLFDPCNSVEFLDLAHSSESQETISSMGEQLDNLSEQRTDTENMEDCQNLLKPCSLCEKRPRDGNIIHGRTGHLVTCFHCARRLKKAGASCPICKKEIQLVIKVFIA
Target sequence (Q00987 whole entry, looked up): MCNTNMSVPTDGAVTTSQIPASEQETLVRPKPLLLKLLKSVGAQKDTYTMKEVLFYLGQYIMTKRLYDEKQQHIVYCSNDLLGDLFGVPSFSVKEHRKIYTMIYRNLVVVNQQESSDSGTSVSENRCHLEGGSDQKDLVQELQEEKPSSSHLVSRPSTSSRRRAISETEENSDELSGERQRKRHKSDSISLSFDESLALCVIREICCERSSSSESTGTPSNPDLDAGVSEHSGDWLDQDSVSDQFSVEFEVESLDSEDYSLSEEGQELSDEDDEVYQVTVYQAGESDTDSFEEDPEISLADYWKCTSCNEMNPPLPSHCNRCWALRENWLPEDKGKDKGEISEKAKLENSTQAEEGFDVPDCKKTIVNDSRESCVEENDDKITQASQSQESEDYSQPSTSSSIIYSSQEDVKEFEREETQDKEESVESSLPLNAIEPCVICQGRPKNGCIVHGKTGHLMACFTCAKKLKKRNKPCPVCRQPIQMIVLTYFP
UPR CHOP act: activators of apoptotic CHOP UPR arm, primary screen, cell-based, CHO-CHOP luciferase reporter, luminescence, uHTS; UPR activation; percent of tunicamycin response over DMSO baseline; 0.34% of 330,000 active; activation, % at 10 µM;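 active = at 10 µM dose, activation of 40% or more, normalized to positive control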;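 note: 100% = tunicamycin at 10 µg/mL and 0% = DMSO alone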
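Dosing – one dose, 10 µM in 0.5% DMSO · System – CHO-CHOP cells, stable luciferase reporter of PERK-eIF2a-CHOP signalling · Input – 500 cells/well · Control set – tunicamycin 10 µg/mL final as positive, DMSO-only wells as negative · Timing – 6 h compound treatment, 37 °C · Measure – % activation vs tunicamycin · Technique – luminescence read with Steady-Glo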
XBP1 UPR activ: activators of adaptive XBP1 UPR arm, primary screen, cell-based, CHO-XBP1 luciferase reporter, luminescence, uHTS; IRE1-XBP1 UPR activation; percent of tunicamycin response, DMSO as zero; activation, % at 20 µM; 0.33% of 330,000 active;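 active = versus positive control, 20 µM dose yields 30% or more activation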;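 note: 100% = tunicamycin at 10 µg/mL and 0% = DMSO only wells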
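assay system = CHO-XBP1 luciferase reporter cells | amount = 1000 cells/well | buffer or medium = F12 plus 10% FBS | compound dosing = single point, 20 µM final compound, 1% DMSO | incubation = 16-18 h cell attachment at 37 °C, then 6 h compound exposure | detection = Steady-Glo luminescence read | controls = tunicamycin 10 µg/mL and vehicle-only wells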
Jurkat NFkB inh: inhibitors of induced NF-kB luciferase reporter, primary screen, TCR NF-kB activation inhibitor project, cell-based, luminescence, uHTS; Jurkat, PMA/ionomycin-induced NF-kB luciferase reporter; inhibition, % at 4 µM; 0.53% of 330,000 active; AID 435003, 2010; in the data active = inhibition above about 50%
TIM10 inh: growth inhibitors of isogenic TIM10 control yeast, primary screen, counter-screen for tim10-1 yeast inhibitor project, luminescence, uHTS; AID 463195, 2010; S. cerevisiae TIM10 strain growth, BacTiter-Glo luminescence, 24 h; inhibition, % at 10 µM; 1.4% of 330,000 active;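 active = inhibition of 40% or more at the single tested concentration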;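 note: wild-type TIM10 isogenic control strain grown at permissive 25 °C; 0% = DMSO yeast wells and 100% = minimal medium wells without yeast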
tim23-1 inh: growth inhibitors of tim23-1 mutant yeast, primary screen, luminescence, uHTS | S. cerevisiae tim23-1 growth, BacTiter-Glo luminescence, 24 h | inhibition, % at 20 µM | 1.3% of 330,000 active | AID 463212, 2010;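 active = growth inhibition of the mutant yeast at or above 50%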;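 note: temperature-sensitive mutant grown at 25 °C; plate controls were DMSO-treated mutant yeast for no effect and medium wells lacking yeast for full effect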
tim10-1 inh: growth inhibitors of tim10-1 mutant yeast, primary screen, luminescence, uHTS. S. cerevisiae tim10-1 ts strain growth, BacTiter-Glo, 24 h. inhibition, % at 20 µM. 2.2% of 330,000 active. AID 463190, 2010;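 active = inhibition of at least 40%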;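 note: mutant grown at 25 °C; 0% = DMSO wells with yeast and 100% = wells holding no yeast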
Active calls of the source: *.

SMILES | 697 NFkB inh | Mdm2 MdmX PPI | UPR CHOP act | XBP1 UPR activ | Jurkat NFkB inh | TIM10 inh | tim23-1 inh | tim10-1 inh
COc1ccccc1CN(C)C(=O)CSCC(=O)Nc1ccccc1F | 2 | -7 | -2.6 | -1 | -48 | 3 | 18 | 11
C=CCOc1ccc(C2NC(=O)c3ccccc3O2)cc1 (stereo unspecified) | 4 | 12 | 3.7 | -2 | -5 | -1 | 3 | -1
CSCCC(NC(=O)OC(C)(C)C)C(=O)Oc1ccc2c(=O)c(-c3ccc4c(c3)OCCO4)coc2c1 (stereo unspecified) | -265 | -96 | 1.2 | 0 | -97 | 32 | 28 | 13
COc1ccc(CCNC(=O)c2cc(S(=O)(=O)N3CCC4(CC3)OCCO4)ccc2F)cc1OC | 0 | 6 | -2.0 | -3 | 0 | 4 | 6 | 14
COc1ccc(F)cc1C(=O)C1CCCN(Cc2cccn2-c2ccccn2)C1 (stereo unspecified) | -21 | 23 | -0.7 | -3 | 26 | 4 | 4 | 15
CCOc1ccc(C(=O)N/N=C/c2ccccc2[N+](=O)[O-])cc1 | -45 | -66 | 1.5 | 1 | -64 | -4 | 12 | 16
CNc1nc(-c2ccc3c(c2)CCN3C(=O)c2cccc(F)c2)cs1 | -127 | 10 | 6.0 | 3 | -64 | -6 | 38 | -13
CN(C)S(=O)(=O)c1cccc(NC(=S)NCCc2ccccn2)c1 | -23 | -12 | 0.0 | -3 | -2 | 7 | 17 | -10
O=C(NCCN1CCCCCC1)C1CC(=O)N(CCc2ccccc2)C1 (stereo unspecified) | 18 | 2 | -0.9 | -1 | 4 | -1 | -6 | 4
COc1ccccc1OCC(=O)OCC(=O)Nc1ncc(Cl)cc1Cl | 2 | 9 | -1.4 | -3 | 3 | 2 | 15 | 23

Entries of single compounds from above:
COc1ccc(CCNC(=O)c2cc(S(=O)(=O)N3CCC4(CC3)OCCO4)ccc2F)cc1OC as listed: 697 NFkB inh = 0; Mdm2 MdmX PPI = 6; UPR CHOP act = -2.0; XBP1 UPR activ = -3; Jurkat NFkB inh = 0; TIM10 inh = 4; tim23-1 inh = 6; tim10-1 inh = 14
C=CCOc1ccc(C2NC(=O)c3ccccc3O2)cc1 (stereo unspecified) as listed: 697 NFkB inh = 4; Mdm2 MdmX PPI = 12; UPR CHOP act = 3.7; XBP1 UPR activ = -2; Jurkat NFkB inh = -5; TIM10 inh = -1; tim23-1 inh = 3; tim10-1 inh = -1

(next part)
SMILES | 697 NFkB inh | Mdm2 MdmX PPI | UPR CHOP act | XBP1 UPR activ | Jurkat NFkB inh | TIM10 inh | tim23-1 inh | tim10-1 inh
CCN(CC)C(=O)c1cn(CCC#N)nc1-c1ccc2c(c1)OCCO2 | 10 | -3 | 0.0 | 1 | -7 | -11 | 4 | 19
CC(C)Cc1nnc(NC(=O)CCS(=O)(=O)c2ccc(Cl)cc2)s1 | -7 | 32 | 0.2 | -6 | 0 | 20 | 18 | 24
COc1ccc(Nc2cc(C)nc3c(C)cccc23)cc1OC | -12 | 5 | -0.3 | -7 | -29 | 6 | 5 | 10
CCCCN(C)C(=O)Cn1ncc2c3ccccc3n(CCC)c2c1=O | 24 | 4 | 2.6 | -4 | 11 | 18 | 35 | 20
Cc1nnc(NC(=O)C2=COCCO2)s1 | 13 | 5 | 2.8 | 2 | 5 | 2 | 21 | 13
Cc1cccc2cc3c(N)c(C(=O)Nc4ccc(N5CCOCC5)cc4)sc3nc12 | -1 | 48 | 6.7 | 2 | -6 | 2 | 27 | 8
COc1ccc(C2/C(=C(/O)c3ccccc3)C(=O)C(=O)N2C)cc1OC (stereo unspecified) | 11 | 12 | -1.8 | -3 | -14 | -1 | 1 | 1
CC(=O)CSc1nc2cc3c(cc2cc1C#N)OCCO3 | -305 | -35 | -4.8 | -1 | -191 | 32 | 11 | 32
COC(=O)C1=C(O)/C(=C\c2cc(C)n(-c3ccccc3C)c2C)N=C1C | 18 | 7 | -0.2 | -4 | 11 | 20 | 22 | 20
CCOc1ccccc1C(C(=O)NCCOC)N(CCOC)C(=O)Cn1nnc2ccccc21 (stereo unspecified) | -3 | 5 | -1.7 | -2 | 23 | 0 | 12 | 1
O=c1c[n+]([O-])c2ccccc2n1OCc1ccccn1 | 15 | -20 | 0.0 | -1 | 4 | -1 | 9 | 18
O=C(CCn1cnnn1)N1CCCC(Nc2ccc(F)c(F)c2)C1 (stereo unspecified) | 9 | -1 | -1.6 | -5 | 10 | 2 | 2 | -6
CCN(CC)S(=O)(=O)c1ccc2c(c1)c(C(=O)O)cn2C | -7 | 26 | 1.0 | -2 | -13 | 11 | 7 | -3
C/C(=N/Nc1ccnc2cc(Cl)ccc12)c1ccc(O)cc1 | -17 | 41 | 4.5 | 0 | -5 | -3 | 28 | 24
O=S(=O)(c1ccc(-c2csc(=Nc3ccccc3)n2CCCN2CCOCC2)cc1)N1CCOCC1 | -3 | 22 | 0.0 | 0 | -7 | -5 | 1 | 14
COc1ccccc1-c1nnn(CC#N)n1 | 7 | 21 | -1.5 | -4 | 1 | 6 | -8 | -7
Cc1cc2nn(-c3cccc4ccccc34)nc2cc1NC(=O)c1cccs1 | -14 | -6 | 0.3 | 5 | 0 | 19 | 41 | 13
O=C(CSc1nc2nn(-c3ccccc3)c(=O)c-2c2n1CCCCC2)Nc1ccc(F)cc1F | 26 | 24 | -0.7 | -3 | 3 | 16 | 13 | 17
Cc1ccccc1N1CCN(C2CCCN(C(=O)c3ccsc3)C2)CC1 (stereo unspecified) | 20 | 4 | 1.9 | -3 | 6 | 2 | -10 | -7
O=C(c1cnn2c(C(F)F)cc(-c3ccccc3)nc12)N1CCOCC1 | 2 | -6 | 0.7 | 0 | -10 | -3 | 11 | -2
CCc1ccc(-c2cc3c(=O)n(CC(=O)NCc4ccccc4F)ncn3n2)cc1 | -25 | 10 | 7.5 | 2 | -19 | 2 | 9 | 21
COc1ccc(CCNC(=O)Cn2c(=O)n(CC3CCCO3)c(=O)c3cc(OC)c(OC)cc32)cc1OC (stereo unspecified) | 20 | 5 | 0.9 | 2 | -7 | 1 | 5 | -15
Cc1ccc(C)c(NC(=S)c2ccccn2)c1 | -28 | 10 | 125* | 33* | -41 | 35 | 30 | 33
O=S(=O)(NCc1ccccc1)c1cccs1 | 14 | 15 | -3.9 | 2 | 2 | 2 | 17 | 4
Cc1ccc2cc(CCNC(=O)c3ccc(C)c([N+](=O)[O-])c3)c(=O)[nH]c2c1 | 17 | 15 | 0.2 | 0 | -9 | 2 | 0 | 4
Cc1cc(C)c(NC(=O)CSc2nc3ncc(Br)cc3[nH]2)c(C)c1 | -11 | 16 | 3.4 | -4 | 9 | -20 | 0 | -11
C=CCn1c(=O)c2c3c(sc2n2c(Nc4ccc(C(=O)OCC)cc4)nnc12)CCCC3 | 7 | -8 | 4.2 | 8 | 4 | 4 | 13 | 5
Nc1[nH]n2c(=O)cc(-c3ccccc3)nc2c1N=Nc1ccc2c(c1)OCO2 | -1 | 34 | 1.3 | -3 | 26 | 9 | 3 | 17
Cc1ccc(CNS(=O)(=O)c2cn(C)c(=O)n(C)c2=O)cc1 | 3 | 24 | -1.2 | 0 | 11 | 3 | 5 | 6
S=C(NCCc1ccccn1)NC1CC2CCC1C2 (stereo unspecified) | -23 | 21 | 3.2 | 2 | -10 | 7 | -3 | -15
COCCN(CC(=O)Nc1ccccc1)S(=O)(=O)c1ccc(S(=O)(=O)N2CCCC2)cc1 | -12 | 16 | -0.6 | -3 | 0 | 4 | 4 | 0
Cc1oc2c(c1C(=O)NCc1cccnc1)C(=O)c1ccccc1C2=O | 29 | 99* | -5.6 | -8 | 88* | 94* | 83* | 83*
CCc1ccc(CN(C)C(=O)c2cc(COc3ccc(-n4cncn4)cc3)on2)cc1 | -13 | 9 | 4.5 | -3 | -6 | 56* | 54* | 26
COC(=O)C(Cc1ccccc1)NC(=O)C(CC(C)C)NC(=O)OC(C)(C)C (stereo unspecified) | 20 | 1 | -0.1 | -2 | 3 | 6 | 10 | 11
O=C(Nc1cccc(F)c1)C1CCCN1C(=O)OCc1ccccc1 (stereo unspecified) | -26 | -6 | -1.0 | -2 | -13 | -1 | 12 | 3
Cc1ccccc1-c1cc(C(=O)Nc2sc(C)c(C)c2C(N)=O)c2ccccc2n1 | 0 | 30 | 1.2 | 4 | 1 | 31 | 54* | 42*
CCN(CC)c1ccc(/C=N/OC(C)C(=O)Nc2ccc(C)cc2)cc1 (stereo unspecified) | 2 | 6 | 0.9 | 0 | 4 | 0 | 28 | 21
COc1ccc(OC)c(NS(=O)(=O)c2ccc(Cl)nc2)c1 | 11 | -12 | -1.1 | -3 | 6 | 2 | 27 | 9
CC(=O)Oc1ccc2nc(-c3ccco3)oc(=O)c2c1 | 2 | 20 | -0.1 | -6 | -8 | 9 | 18 | 10
CC(NC(=O)c1ccc2ccccc2n1)c1ccccc1 (stereo unspecified) | 11 | -7 | 0.2 | -4 | 7 | -6 | 29 | -9

Records above marked active in XBP1 UPR activ.
Compound	697 NFkB inh	Mdm2 MdmX PPI	XBP1 UPR activ	Jurkat NFkB inh
Cc1ccc(C)c(NC(=S)c2ccccn2)c1	-28	10	33*	-41

Later entries:
SMILES | 697 NFkB inh | Mdm2 MdmX PPI | UPR CHOP act | XBP1 UPR activ | Jurkat NFkB inh | TIM10 inh | tim23-1 inh | tim10-1 inh
O=C(Nc1ncnc2sc3c(c12)CCCCC3)c1ccccc1 | -19 | -17 | 1.1 | -1 | -10 | 29 | 42 | 30
COc1cc(C=O)ccc1OC(=O)c1cccnc1 | 0 | -3 | 1.2 | 1 | 9 | 10 | 5 | 19
CCSc1nc(N2CCCCC2)c2c(c1C#N)CCCC2 | -8 | -11 | -2.0 | -7 | 12 | 2 | 9 | 11
COc1ccc(NC(=O)NNc2cc(N3CCOCC3)nc(N3CCOCC3)n2)cc1 | -20 | -25 | -0.6 | 2 | 8 | -6 | 10 | 17
Cc1nn(Cc2ccc(Cl)c(Cl)c2)c(C)c1NC(=O)c1noc2c1CCCCC2 | 16 | 3 | 2.6 | 0 | 11 | 8 | 15 | 8
Cc1cccc(OCC(=O)NCCNC(=O)c2ccccn2)c1 | 13 | 12 | 0.3 | 0 | 13 | -1 | -3 | -17
CC(C)COP(=O)(c1ccc(N(C)C)cc1)C(O)c1ccncc1 (stereo unspecified) | 18 | -16 | -0.4 | 0 | 3 | 1 | 11 | 13
CCCC(=O)n1nc(-c2ccc(C)cc2)nc1NCc1ccco1 | -60 | -24 | 3.7 | 1 | -44 | 13 | 1 | 13
CC#CCN1c2ccccc2[C@]23C[C@@H](C(=O)OC)N=C2NC(C(=O)OC)=C(C(=O)OC)[C@H]13 | 11 | -43 | 1.2 | 0 | 6 | 1 | -7 | -1
Cc1nnc(OC(C)C)c2nn(-c3ccccc3F)c(C)c12 | 10 | 9 | 3.4 | -4 | 3 | -5 | 10 | 9
CCN(CC)S(=O)(=O)c1ccc(N2CCCCC2)c(NC(=O)/C(C#N)=C/c2ccc(OC)cc2)c1 | 17 | 11 | 1.0 | -1 | 13 | 9 | 14 | 10
CC(C)CNC(=O)C(=O)NCC1OCCCN1S(=O)(=O)c1ccc2c(c1)OCCO2 (stereo unspecified) | 1 | 11 | 6.7 | -5 | 14 | -7 | 0 | -5
Cn1c(SCc2ccccn2)nc2c1c(=O)[nH]c(=O)n2C | -1 | 1 | -1.7 | -3 | -6 | -3 | -7 | -6

This is a random part of the collection; 6.6% or so of the library scored in one or more.
